CSN inh: CSN deneddylation inhibition. Q92905. Purified CSN, SCF-Nedd8-OG deneddylation, fluorescence polarization. inhibition, % at 12.5 µM. 360,000 compounds, 0.38% hits. AID 651999;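 active means pattern-corrected inhibition above about 35%, with an unprinted fluorescence ratio check between 0.5 and 1.5, limit read from the data, passing the limit was not always enough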;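 further: 0% = enzyme with substrate and 100% = substrate without enzyme; some results filed as inactive read as strong as hits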
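Assay system: HEK293T-derived human Csn5 enzyme; quantity: 0.24 nM enzyme; medium: Tris/NaCl/DTT buffer, pH 7.5; also added: substrate SCFSkp2-Nedd8OG, 10 nM; doses: 12.5 µM compound; schedule: 90 min reaction at room temperature; signal: FP; read-out: % inhibition of substrate cleavage by Csn5; benchmarks: substrate-only high control, full reaction low control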
E coli Lon inh: inhibitors of E. coli Lon protease. P0A9M0. purified E. coli Lon protease, fluorescence polarization. 360,000 compounds, 0.42% hits. inhibition, % at 7.94 µM; in the data active means inhibition above about 13%, passing the limit was not always enough;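 further: 0% = enzyme with probe and DMSO and 100% = no enzyme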
Target sequence (P0A9M0 whole entry, looked up): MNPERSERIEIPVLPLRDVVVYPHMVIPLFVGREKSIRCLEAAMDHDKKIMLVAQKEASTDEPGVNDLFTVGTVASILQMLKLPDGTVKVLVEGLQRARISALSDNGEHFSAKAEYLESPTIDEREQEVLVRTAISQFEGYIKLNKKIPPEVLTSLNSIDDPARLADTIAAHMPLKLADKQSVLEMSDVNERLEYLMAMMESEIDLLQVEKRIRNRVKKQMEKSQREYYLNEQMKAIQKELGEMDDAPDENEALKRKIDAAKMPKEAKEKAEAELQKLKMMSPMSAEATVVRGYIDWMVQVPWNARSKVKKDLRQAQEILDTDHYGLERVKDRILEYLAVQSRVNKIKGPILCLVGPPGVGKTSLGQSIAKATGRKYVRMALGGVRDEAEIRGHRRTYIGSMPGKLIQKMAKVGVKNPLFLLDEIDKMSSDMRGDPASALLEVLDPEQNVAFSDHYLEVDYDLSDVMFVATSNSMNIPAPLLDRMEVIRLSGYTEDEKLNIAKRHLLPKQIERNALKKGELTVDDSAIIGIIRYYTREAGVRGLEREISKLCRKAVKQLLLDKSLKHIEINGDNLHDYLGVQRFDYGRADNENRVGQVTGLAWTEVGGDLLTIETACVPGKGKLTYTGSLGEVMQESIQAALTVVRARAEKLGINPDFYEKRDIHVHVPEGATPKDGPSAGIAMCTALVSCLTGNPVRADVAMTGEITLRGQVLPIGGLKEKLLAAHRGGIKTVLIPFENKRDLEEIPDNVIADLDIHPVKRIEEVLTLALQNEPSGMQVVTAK
PABP1 MLLE inh: blocks PAM2 peptide binding to the PABP1 MLLE domain. inhibition, % at 20 µM. AID 588489. P11940. GST-MLLE / FITC-PAM2 fluorescence polarization. 360,000 compounds, 0.36% hits; in the data active means inhibition above about 35%, passing the limit was not always enough;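 further: plate controls were DMSO wells with GST-MLLE for no effect and wells lacking GST-MLLE protein for full effect; some results filed as inactive read as strong as hits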
MsrA act: activators of bovine methionine sulfoxide reductase A | activation, % at 10.6 µM | purified bovine MsrA, absorbance read-out | 360,000 compounds, 0.3% hits; in the data active means activation above about 7.5%;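 further: 0% = vehicle and 100% = reference activator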
Rpn11 block: Rpn11 (human) deubiquitinase inhibition | calls only at 20 µM | human 26S proteasome, Ub4-pepOG fluorescence polarization; 20S core pre-blocked with epoxomicin | 360,000 compounds, 0.59% hits | AID 588493;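 active means inhibition at 20 µM, scaled to each plate's controls, above about 33%, limit read from the data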
Target sequence (O00487 whole entry, looked up): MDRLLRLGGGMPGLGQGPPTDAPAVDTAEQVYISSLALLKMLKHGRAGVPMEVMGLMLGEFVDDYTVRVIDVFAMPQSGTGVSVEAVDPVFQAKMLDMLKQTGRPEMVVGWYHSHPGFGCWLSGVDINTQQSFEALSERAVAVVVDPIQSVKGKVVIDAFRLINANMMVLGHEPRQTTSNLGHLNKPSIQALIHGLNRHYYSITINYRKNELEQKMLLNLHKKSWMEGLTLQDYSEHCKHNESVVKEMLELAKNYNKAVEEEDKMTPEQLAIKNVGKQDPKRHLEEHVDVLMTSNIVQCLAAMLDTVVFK
MsrA inhibitor: inhibits bovine methionine sulfoxide reductase A | inhibition, % at 15.5 µM | AID 651718 | purified bovine MsrA, absorbance read-out | 360,000 compounds, 0.75% hits; in the data active means inhibition above about 4.5%;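 further: 0% = vehicle wells with enzyme and 100% = reference inhibitor wells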
Rin1 Abl inh: inhibitors of human Rin1-Abl protein interaction | P00519+Q13671 | TR-FRET Rin1/Abl binding, biochemical | inhibition, % at 7.35 µM | 360,000 compounds, 0.4% hits | AID 588664; in the data active means inhibition above about 5%, passing the limit was not always enough
FAS-TE inh: blocks the thioesterase domain of human fatty acid synthase; P49327; recombinant FAS-TE, OMFH fluorogenic substrate, fluorescence endpoint; inhibition, % at 15 µM; 360,000 compounds, 0.67% hits;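 active means compounds whose normalised, plate-corrected inhibition of enzyme fluorescence in the single-dose primary screen is 50% or more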;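 further: 0% = DMSO with enzyme and 100% = substrate without enzyme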
MT1-MMP act inh: MT1-MMP (human) activation inhibition. 360,000 compounds, 0.061% hits. HT1080 RFP-PRO-GFP cells, GFP/RFP ratio fluorescence, overnight; percent of plate control window, DMSO zero. GFP/RFP ratio change, % at 20 µM. P50281. AID 651647;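 active means GFP/RFP ratio change of at least 30% with cell ATP level not reduced by more than half and red fluorescence within 50% of control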; further: strong numbers were not always called active
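Assay system: RFP-PRO-GFP reporter HT1080 cells; read-out basis: GFP/RFP fluorescence ratio; benchmarks: DMSO wells and RFP-L50D-GFP cells; doses: 20 µM single dose, 1% DMSO; schedule: overnight cell settling, then overnight compound exposure, 37 °C, 5% CO2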
An asterisk follows results filed as active. Compounds were not picked by outcome. Share with any hit: about 3.7%.

Screening CC(Sc1cccc[n+]1[O-])C(=O)Nc1ccc([N+](=O)[O-])cc1Cl (configuration not stated) returned CSN inh 0, E coli Lon inh 8, PABP1 MLLE inh 2, MsrA act -3, Rpn11 block inactive, MsrA inhibitor 0.6, Rin1 Abl inh -2, FAS-TE inh 0 and MT1-MMP act inh -3.
For O=C(Cn1ccc2ccccc2c1=O)N1CCN(Cc2ccc3c(c2)OCO3)CC1 the results were CSN inh 0, E coli Lon inh 5, PABP1 MLLE inh -2, MsrA act -1, Rpn11 block inactive, MsrA inhibitor -0.2, Rin1 Abl inh -1, FAS-TE inh -6 and MT1-MMP act inh 2.
C=CCNc1oc(-c2cccc(Cl)c2)nc1C#N was read as CSN inh 3, E coli Lon inh 8, PABP1 MLLE inh -1, MsrA act -3, Rpn11 block inactive, MsrA inhibitor 0.3, Rin1 Abl inh -2, FAS-TE inh 15 and MT1-MMP act inh 4.
`O=S(=O)(c1ccc(SCc2c(F)cccc2Cl)nc1)N1CCCC1` gave CSN inh 1, E coli Lon inh 0, PABP1 MLLE inh -10, MsrA act 1, Rpn11 block inactive, MsrA inhibitor 1.2, Rin1 Abl inh 4, FAS-TE inh 32 and MT1-MMP act inh 1.
Screening COc1ccc(S(=O)(=O)NCCc2ccccn2)cc1 returned CSN inh 5, E coli Lon inh -2, PABP1 MLLE inh 13, MsrA act -1, Rpn11 block inactive, MsrA inhibitor -2.0, Rin1 Abl inh -3, FAS-TE inh -9 and MT1-MMP act inh 10.
`COc1ccc(CCNc2ccc(S(=O)(=O)N3CCN(C)CC3)cc2[N+](=O)[O-])cc1` gave CSN inh 0, E coli Lon inh -1, PABP1 MLLE inh 3, MsrA act -7, Rpn11 block inactive, MsrA inhibitor 0.1, Rin1 Abl inh -2, FAS-TE inh 0 and MT1-MMP act inh 0.
Screening COc1cc(CCC(=O)OCC(=O)Nc2c(Cl)cccc2Cl)cc(OC)c1OC returned CSN inh 3, E coli Lon inh -8, PABP1 MLLE inh 1, MsrA act -1, Rpn11 block inactive, MsrA inhibitor -1.1, Rin1 Abl inh 0, FAS-TE inh 0 and MT1-MMP act inh 3.
Screening CCc1cccc(CC)c1NC(=O)CSc1nnc(C2CC2)n1N returned CSN inh 2, E coli Lon inh -3, PABP1 MLLE inh 16, MsrA act 0, Rpn11 block inactive, MsrA inhibitor -0.1, Rin1 Abl inh 1, FAS-TE inh -6 and MT1-MMP act inh 2.
For Cc1nc2c(-c3ccccc3)cnn2c(N)c1-c1ccccc1 the results were CSN inh 4, E coli Lon inh 2, PABP1 MLLE inh 15, MsrA act -1, Rpn11 block inactive, MsrA inhibitor 1.5, Rin1 Abl inh 3, FAS-TE inh 18 and MT1-MMP act inh 2.
COCCn1cc(C(=O)NCc2ccco2)c2c3ccccc3n(C)c2c1=O was read as CSN inh -4, E coli Lon inh 5, PABP1 MLLE inh -1, MsrA act -6, Rpn11 block inactive, MsrA inhibitor 0.9, Rin1 Abl inh -1, FAS-TE inh 1 and MT1-MMP act inh 5.
For Cc1ccc2oc(/N=C(\N)NC(=O)C3CC3)nc2c1 the results were CSN inh -2, E coli Lon inh 8, PABP1 MLLE inh 13, MsrA act -4, Rpn11 block inactive, MsrA inhibitor 0.2, Rin1 Abl inh 3, FAS-TE inh 4 and MT1-MMP act inh -4.
Screening Cc1noc(C)c1S(=O)(=O)N(C)C[C@H]1OCc2cn(nn2)CCCC(=O)N([C@@H](C)CO)C[C@@H]1C returned CSN inh 0, E coli Lon inh -5, PABP1 MLLE inh -4, MsrA act -5, Rpn11 block inactive, MsrA inhibitor 0.1, Rin1 Abl inh 0, FAS-TE inh -7 and MT1-MMP act inh 2.
CC(C)(C)OC(=O)N1CC=C2C(C#N)=C(N)C(C#N)(C#N)C(c3cccs3)C2C1 (configuration not stated) was read as CSN inh 9, E coli Lon inh -18, PABP1 MLLE inh 11, MsrA act -1, Rpn11 block inactive, MsrA inhibitor -0.5, Rin1 Abl inh 3, FAS-TE inh 8 and MT1-MMP act inh -45.
`CC1(C)OC2OC(C(=O)N/N=C/c3cc(Br)ccc3O)C3OC(C)(C)OC3C2O1` (configuration not stated) gave CSN inh -15, E coli Lon inh -4, PABP1 MLLE inh 2, MsrA act -3, Rpn11 block inactive, MsrA inhibitor 0.6, Rin1 Abl inh -4, FAS-TE inh 23 and MT1-MMP act inh 3.
For COc1ccc(C2CC(c3ccccc3)Nc3nc(NC(=O)c4ccco4)nn32)cc1 (configuration not stated) the results were CSN inh 2, E coli Lon inh 0, PABP1 MLLE inh 15, MsrA act 2, Rpn11 block inactive, MsrA inhibitor -0.1, Rin1 Abl inh 0, FAS-TE inh 2 and MT1-MMP act inh -6.
Screening COc1ccccc1CN(Cc1nc2ccccc2c(=O)[nH]1)C(=O)Nc1ccc(C)cc1 returned CSN inh 6, E coli Lon inh 0, PABP1 MLLE inh 8, MsrA act -4, Rpn11 block inactive, MsrA inhibitor -1.1, Rin1 Abl inh 3, FAS-TE inh 11 and MT1-MMP act inh 1.
COC(=O)c1ccc(Cn2cnc3c(sc4nc(N5CCOCC5)c5c(c43)CCCC5)c2=O)o1 was read as CSN inh 7, E coli Lon inh -3, PABP1 MLLE inh -31, MsrA act -3, Rpn11 block inactive, MsrA inhibitor 2.7, Rin1 Abl inh 8.7*, FAS-TE inh 28 and MT1-MMP act inh -6.
Screening O=C(C[C@H]1C(=O)N(C2CCCCC2)C[C@@H]1c1ccccc1)Nc1ccc(Br)cc1 returned CSN inh 5, E coli Lon inh -4, PABP1 MLLE inh 11, MsrA act -6, Rpn11 block inactive, MsrA inhibitor -0.2, Rin1 Abl inh 1, FAS-TE inh 6 and MT1-MMP act inh 2.
Screening CC1CN(C(=O)CCC(=O)NCCCN2CCN(Cc3ccccc3)CC2)c2cc(Cl)ccc2O1 (configuration not stated) returned CSN inh 5, E coli Lon inh 2, PABP1 MLLE inh 5, MsrA act 2, Rpn11 block inactive, MsrA inhibitor -1.2, Rin1 Abl inh -3, FAS-TE inh -2 and MT1-MMP act inh 0.
Screening O=C(c1ccccc1Cl)N1CCc2ccccc2C1 returned CSN inh 0, E coli Lon inh -5, PABP1 MLLE inh -1, MsrA act -7, Rpn11 block inactive, MsrA inhibitor -0.1, Rin1 Abl inh 3, FAS-TE inh 0 and MT1-MMP act inh 4.
`NNC(=O)COc1ccccc1[N+](=O)[O-]` gave CSN inh 6, E coli Lon inh -11, PABP1 MLLE inh 8, MsrA act -8, Rpn11 block inactive, MsrA inhibitor -0.4, Rin1 Abl inh -1, FAS-TE inh -4 and MT1-MMP act inh 2.
`Cc1nc2ccccc2c(=O)n1CCN1CCOCC1` gave CSN inh 5, E coli Lon inh -9, PABP1 MLLE inh 3, MsrA act -2, Rpn11 block inactive, MsrA inhibitor -1.0, Rin1 Abl inh 1, FAS-TE inh -4 and MT1-MMP act inh -1.
Screening Cc1ccc(-c2cc(C(=O)NCC(c3ccccc3)N(C)C)c3ccccc3n2)o1 (configuration not stated) returned CSN inh -1, E coli Lon inh -10, PABP1 MLLE inh -8, MsrA act -9, Rpn11 block inactive, MsrA inhibitor 0.5, Rin1 Abl inh 0, FAS-TE inh -6 and MT1-MMP act inh -1.
For COc1ccccc1C1=NC(c2ccccc2)CN1c1ccccc1 (configuration not stated) the results were CSN inh -5, E coli Lon inh 5, PABP1 MLLE inh -55, MsrA act 4, Rpn11 block inactive, MsrA inhibitor -0.1, Rin1 Abl inh 0, FAS-TE inh 14 and MT1-MMP act inh -5.
CC(=O)NN1C(=O)/C(=C\c2ccc(Cl)cc2)SC1=S was read as CSN inh -2, E coli Lon inh 3, PABP1 MLLE inh 15, MsrA act 0, Rpn11 block inactive, MsrA inhibitor 0.3, Rin1 Abl inh -3, FAS-TE inh -8 and MT1-MMP act inh 8.
For N#CC1=C(N)SC(N)=C(C#N)C1C1C=CCCC1 (configuration not stated) the results were CSN inh 2, E coli Lon inh -11, PABP1 MLLE inh 11, MsrA act 4, Rpn11 block inactive, MsrA inhibitor 0.2, Rin1 Abl inh -3, FAS-TE inh -1 and MT1-MMP act inh -7.
Screening Cc1cccn2c(=O)c(C=O)c(N3CCN(c4ccc(F)cc4)CC3)nc12 returned CSN inh -3, E coli Lon inh 0, PABP1 MLLE inh 6, MsrA act -2, Rpn11 block inactive, MsrA inhibitor -1.6, Rin1 Abl inh -5, FAS-TE inh 16 and MT1-MMP act inh 3.
For COc1ccc(S(=O)(=O)N2CCCC(C(=O)NCc3ccc4c(c3)OCO4)C2)cc1 (configuration not stated) the results were CSN inh 6, E coli Lon inh -1, PABP1 MLLE inh 2, MsrA act -4, Rpn11 block inactive, MsrA inhibitor 1.1, Rin1 Abl inh -3, FAS-TE inh 9 and MT1-MMP act inh -6.
For Cn1cc(C(=O)C(=O)N2CCCC2)c2ccccc21 the results were CSN inh -5, E coli Lon inh -7, PABP1 MLLE inh 0, MsrA act -2, Rpn11 block inactive, MsrA inhibitor 1.0, Rin1 Abl inh 3, FAS-TE inh -7 and MT1-MMP act inh 0.
Screening O=C(NCc1ccc(Cl)cc1)c1ccc(S(=O)(=O)N2CCCCC2)cc1 returned CSN inh 4, E coli Lon inh 12, PABP1 MLLE inh -2, MsrA act -4, Rpn11 block inactive, MsrA inhibitor 0.3, Rin1 Abl inh 3, FAS-TE inh 4 and MT1-MMP act inh 5.
For Cc1ccc(-c2nnn(CC(=O)N(CC(=O)NC3CCCCC3)c3cccc(F)c3)n2)o1 the results were CSN inh 2, E coli Lon inh 1, PABP1 MLLE inh 1, MsrA act -2, Rpn11 block inactive, MsrA inhibitor -0.3, Rin1 Abl inh 0, FAS-TE inh 13 and MT1-MMP act inh 3.
For CC[N+](C)(C)CCN(Cc1ccc(Cl)cc1)c1ccccn1 the results were CSN inh -6, E coli Lon inh -4, PABP1 MLLE inh 7, MsrA act -6, Rpn11 block inactive, MsrA inhibitor -0.8, Rin1 Abl inh 2, FAS-TE inh -2 and MT1-MMP act inh 2.
`Cc1ccc(-n2c(SCC(=O)NCC3CCCO3)nc3c(c2=O)SCC3)cc1` (configuration not stated) gave CSN inh -3, E coli Lon inh -1, PABP1 MLLE inh 15, MsrA act -3, Rpn11 block inactive, MsrA inhibitor 3.3, Rin1 Abl inh 2, FAS-TE inh -5 and MT1-MMP act inh 1.
Screening Cc1cccc(C)c1NC(=O)C1(NC(=O)C2CCC(=O)N2)CCCCC1 (configuration not stated) returned CSN inh 2, E coli Lon inh -1, PABP1 MLLE inh -3, MsrA act -4, Rpn11 block inactive, MsrA inhibitor 0.1, Rin1 Abl inh -3, FAS-TE inh -10 and MT1-MMP act inh 4.
Screening Cc1ccc(NC(=S)NCc2ccc(Cl)cc2)c(OC(F)F)c1 returned CSN inh 6, E coli Lon inh -11, PABP1 MLLE inh 18, MsrA act -2, Rpn11 block inactive, MsrA inhibitor -1.0, Rin1 Abl inh 2, FAS-TE inh 19 and MT1-MMP act inh 1.
COc1ccc2c(c1)CCc1c(C(=O)Nc3ccn(Cc4ccc(C)cc4)n3)noc1-2 was read as CSN inh 15, E coli Lon inh -3, PABP1 MLLE inh -3, MsrA act -2, Rpn11 block inactive, MsrA inhibitor 0.7, Rin1 Abl inh -3, FAS-TE inh -3 and MT1-MMP act inh 1.

Compound activity as filed in PubChem.
